Screening data: PubChem BioAssay, several laboratories
CRFR2-BP ag: agonists of human CRF-binding protein/CRF-R2 receptor complex. 0.46% of 350,000 active. HEK293 CRF-R2/CRF-BP, calcium dye fluorescence (FLIPR); percent of saturating CRF peptide response. activation, % at 13.2 µM;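 active = activation of at least 50%, plus an integration ratio under a set limit after plate pattern correction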;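 note: plate controls were neutral control wells without compound for no effect and CRF at EC100 for full effect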
CHRM5 antagonist: antagonists of human muscarinic M5 receptor (CHRM5); P08912; CHO-hM5 cells, Fluo-8 calcium fluorescence, ACh EC80; inhibition, % at 3 µM; 0.59% of 360,000 active; AID 624040;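 active = inhibition above a per-plate cutoff, the mean of that plate's test compounds plus 3 SD, cut at about 27% in these data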;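 note: 0% = acetylcholine EC80 with DMSO and 100% = DMSO without agonist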
CHRM1 antagonist: blocks human M1 muscarinic receptor. CHO-K1 hM1, Fluo-8 calcium fluorescence, ACh EC80 antagonist. 1.3% of 360,000 active. AID 588852. P11229. inhibition, % at 3 µM;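 active = percent inhibition above its own plate's cutoff, namely the mean of that plate's compound wells plus 3 SD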;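 note: peak over basal fluorescence ratio during 140 s after agonist addition; 0% = ACh EC80 plus DMSO and 100% = DMSO alone without agonist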
Target sequence (P11229 whole entry, looked up): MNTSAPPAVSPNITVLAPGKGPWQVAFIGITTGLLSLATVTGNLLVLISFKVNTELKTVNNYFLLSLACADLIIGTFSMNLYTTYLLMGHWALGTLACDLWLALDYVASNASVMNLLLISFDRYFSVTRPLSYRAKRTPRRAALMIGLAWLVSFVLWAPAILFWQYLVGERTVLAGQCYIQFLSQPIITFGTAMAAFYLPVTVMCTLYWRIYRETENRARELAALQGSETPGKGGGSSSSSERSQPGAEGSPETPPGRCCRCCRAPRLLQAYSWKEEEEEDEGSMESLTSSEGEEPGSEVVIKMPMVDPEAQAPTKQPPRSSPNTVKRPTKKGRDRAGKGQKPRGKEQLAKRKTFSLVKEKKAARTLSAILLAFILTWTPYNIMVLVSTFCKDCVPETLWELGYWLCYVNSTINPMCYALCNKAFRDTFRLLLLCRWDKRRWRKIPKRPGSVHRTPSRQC
M5 ag: agonists of human muscarinic M5 receptor (CHRM5) | P08912 | CHO-K1 hM5 cells, Fluo-8 calcium fluorescence; 0% DMSO wells, 100% maximal acetylcholine response | activation, % at 3 µM | 0.19% of 360,000 active;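 active = activation above the run's mean over test compounds plus 3 SD, cut at about 23% in these data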;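 note: signal is peak over basal fluorescence ratio across the kinetic read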
M5 PAM: positive allosteric modulators of human muscarinic M5 receptor | activation, % at 3 µM | AID 624038 | CHO-K1 hM5, Fluo-8 calcium, ACh EC20 PAM; 0% = ACh EC20, 100% = ACh EC100 | 0.3% of 360,000 active;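 active = activation above the run cutoff, the mean activation of all test compounds plus 3 SD, cut at about 18% in these data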
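Assay system: CHO-K1 hM5 cells / Incubation: Fluo-8 loading 80 min at 37 °C plus 30 min room temperature / Technique: Fluo-8 calcium dye fluorescence, kinetic read / Repeats: single replicate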
M4 ag: CHRM4 agonism in calcium assay; P08173; CHO-K1 hM4/Gqi5, Fluo-8 calcium fluorescence; vehicle 0%, full acetylcholine response 100%; activation, % at 3 µM; 0.14% of 360,000 active;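 active = activation above the run mean over all test wells plus 3 SD, cut at about 32% in these data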;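 note: peak over basal fluorescence ratio per well then scaled between controls; 0% = DMSO wells and 100% = acetylcholine at EC100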
Target sequence (P08173 whole entry, looked up): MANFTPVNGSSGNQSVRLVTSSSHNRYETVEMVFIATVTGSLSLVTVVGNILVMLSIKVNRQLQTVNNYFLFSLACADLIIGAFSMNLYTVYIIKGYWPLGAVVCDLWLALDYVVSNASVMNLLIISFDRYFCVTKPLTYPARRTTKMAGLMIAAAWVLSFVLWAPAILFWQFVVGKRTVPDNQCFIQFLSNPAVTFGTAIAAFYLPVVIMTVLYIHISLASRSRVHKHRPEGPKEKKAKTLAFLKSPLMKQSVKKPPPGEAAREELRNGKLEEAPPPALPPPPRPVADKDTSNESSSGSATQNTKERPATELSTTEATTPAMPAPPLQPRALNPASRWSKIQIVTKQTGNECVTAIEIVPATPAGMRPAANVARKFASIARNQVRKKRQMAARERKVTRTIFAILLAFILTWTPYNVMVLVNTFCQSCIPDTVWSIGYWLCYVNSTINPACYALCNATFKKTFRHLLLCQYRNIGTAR
M4 antag: blocks acetylcholine activation of human M4 receptor. CHO-hM4 cells, ACh EC80, Fluo-8 calcium fluorescence. inhibition, % at 3 µM. P08173. AID 624125. 0.73% of 360,000 active;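 active = inhibition above its plate's cutoff, the mean inhibition of sample wells plus 3 SD, cut at about 27% in these data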;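 note: 0% = acetylcholine EC80 with DMSO and 100% = DMSO without agonist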
CHRM1 PAM: positive allosteric modulators of human M1 muscarinic receptor. P11229. CHO-K1 hM1, Fluo-8 calcium fluorescence, ACh EC20; 0% = ACh EC20, 100% = maximal ACh. activation, % at 3 µM. 0.088% of 360,000 active; in the data active = activation above about 19%, passing the limit was not always enough
CHRM4 PAM: potentiates acetylcholine response at human M4 receptor. CHO-K1 hM4/Gqi5, Fluo-8 calcium fluorescence, ACh EC20; 0% = ACh EC20, 100% = maximal ACh. activation, % at 3 µM. 0.4% of 360,000 active;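 active = activation above its plate's cutoff, the mean activation of sample wells plus 3 SD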; note: some results filed as inactive read as strong as hits
Numbers without * were called inactive.

Results for COc1ccc(C2=Nc3ccccc3N(C(=O)c3ccncc3)C2C(=O)NC(C)C)cc1 (centres undefined) ?
CHRM5 antagonist: -6; M5 ag: 2; M5 PAM: 6; M4 ag: 7; M4 antag: -1; CHRM4 PAM: 10

Results for N#CC1=C(SCc2ccccc2)NC(=O)CC1c1cccc(O)c1 (centres undefined) ?
CRFR2-BP ag: 0.0; CHRM5 antagonist: 4; CHRM1 antagonist: -2; M5 ag: 5; M5 PAM: 4; M4 ag: 4; M4 antag: 5; CHRM1 PAM: 2; CHRM4 PAM: 4

What do the screens show for `CC1=CC2=NC(=O)/C(=C\c3ccc(OC(=O)c4ccco4)cc3)C(=N)N2O1`?
CRFR2-BP ag: 0.1; CHRM5 antagonist: 4; CHRM1 antagonist: 0; M5 ag: -2; M5 PAM: -1; M4 ag: 0; M4 antag: 0; CHRM1 PAM: -1; CHRM4 PAM: -4

Results for O=C(O)c1c(Cl)c(Cl)c(Cl)c(Cl)c1C(=O)OCC1CCCO1 (centres undefined) ?
CRFR2-BP ag: -4.5; CHRM5 antagonist: 5; CHRM1 antagonist: 4; M5 ag: 0; M5 PAM: -3; M4 ag: 0; M4 antag: 3; CHRM1 PAM: -3; CHRM4 PAM: 2

How did Cc1c(Cl)cccc1NC(=O)NCCCN1CCCC1=O do in these assays?
CRFR2-BP ag: 1.2; CHRM5 antagonist: 3; CHRM1 antagonist: -21; M5 ag: -3; M5 PAM: 2; M4 ag: 0; M4 antag: 4; CHRM1 PAM: 17; CHRM4 PAM: 7

Results for Cc1nonc1OCCCNc1ccc([N+](=O)[O-])cc1Cl ?
CRFR2-BP ag: 0.6; CHRM5 antagonist: 6; CHRM1 antagonist: -5; M5 ag: -2; M5 PAM: 7; M4 ag: 1; M4 antag: 0; CHRM1 PAM: 10; CHRM4 PAM: 6

How did COc1ccc(N2CCN(C(=O)c3cc(=O)c4cc(C)ccc4o3)CC2)cc1 do in these assays?
CRFR2-BP ag: 0.7; CHRM5 antagonist: 2; CHRM1 antagonist: -15; M5 ag: -3; M5 PAM: -1; M4 ag: 5; M4 antag: -12; CHRM1 PAM: 10; CHRM4 PAM: 4

How did COCCN(C(=O)CCCC(=O)Nc1ccccn1)C(C(=O)NC1CCCC1)c1ccc(C)cc1 (centres undefined) do in these assays?
CRFR2-BP ag: -0.8; CHRM5 antagonist: 3; CHRM1 antagonist: -6; M5 ag: -2; M5 PAM: 1; M4 ag: 0; M4 antag: 0; CHRM1 PAM: 7; CHRM4 PAM: 6

What do the screens show for `CC(C)OP(=O)(OC(C)C)C(NC(=O)c1ccc(Br)cc1)c1ccccc1` (centres undefined)?
CRFR2-BP ag: -1.7; CHRM5 antagonist: 5; CHRM1 antagonist: -5; M5 ag: -2; M5 PAM: -7; M4 ag: 4; M4 antag: -7; CHRM1 PAM: 2; CHRM4 PAM: -9

What do the screens show for `COc1ccc(CCNS(=O)(=O)CCNC(=O)c2ccc3c(c2)OCO3)cc1OC`?
CRFR2-BP ag: 0.4; CHRM5 antagonist: 9; CHRM1 antagonist: 0; M5 ag: 0; M5 PAM: 0; M4 ag: 1; M4 antag: 0; CHRM1 PAM: 0; CHRM4 PAM: 4

Overlap with the part before: four entries, followed by the next part.
How did COc1ccc(N2CCN(C(=O)c3cc(=O)c4cc(C)ccc4o3)CC2)cc1 do in these assays?
CRFR2-BP ag: 0.7; CHRM5 antagonist: 2; CHRM1 antagonist: -15; M5 ag: -3; M5 PAM: -1; M4 ag: 5; M4 antag: -12; CHRM1 PAM: 10; CHRM4 PAM: 4

How did COCCN(C(=O)CCCC(=O)Nc1ccccn1)C(C(=O)NC1CCCC1)c1ccc(C)cc1 (centres undefined) do in these assays?
CRFR2-BP ag: -0.8; CHRM5 antagonist: 3; CHRM1 antagonist: -6; M5 ag: -2; M5 PAM: 1; M4 ag: 0; M4 antag: 0; CHRM1 PAM: 7; CHRM4 PAM: 6

What do the screens show for `CC(C)OP(=O)(OC(C)C)C(NC(=O)c1ccc(Br)cc1)c1ccccc1` (centres undefined)?
CRFR2-BP ag: -1.7; CHRM5 antagonist: 5; CHRM1 antagonist: -5; M5 ag: -2; M5 PAM: -7; M4 ag: 4; M4 antag: -7; CHRM1 PAM: 2; CHRM4 PAM: -9

What do the screens show for `COc1ccc(CCNS(=O)(=O)CCNC(=O)c2ccc3c(c2)OCO3)cc1OC`?
CRFR2-BP ag: 0.4; CHRM5 antagonist: 9; CHRM1 antagonist: 0; M5 ag: 0; M5 PAM: 0; M4 ag: 1; M4 antag: 0; CHRM1 PAM: 0; CHRM4 PAM: 4

What do the screens show for `CCOc1ccc(Nc2nc(N)nc(CCl)n2)cc1`?
CRFR2-BP ag: 0.8; CHRM5 antagonist: 5; CHRM1 antagonist: -18; M5 ag: -2; M5 PAM: 5; M4 ag: 1; M4 antag: -7; CHRM1 PAM: 12; CHRM4 PAM: 3

Results for COc1ccc(CCNC(=O)c2csc3c2CCCC3)cc1 ?
CRFR2-BP ag: -5.7; CHRM5 antagonist: 1; CHRM1 antagonist: -1; M5 ag: -5; M5 PAM: 9; M4 ag: 0; M4 antag: -5; CHRM1 PAM: 3; CHRM4 PAM: 4

How did CC1CN(C(=O)CCS(=O)(=O)c2ccccc2)CC(C)O1 (centres undefined) do in these assays?
CRFR2-BP ag: -0.7; CHRM5 antagonist: 3; CHRM1 antagonist: -7; M5 ag: -3; M5 PAM: -1; M4 ag: 0; M4 antag: -13; CHRM1 PAM: 17; CHRM4 PAM: 6

Results for CCc1nccn1S(=O)(=O)c1cc(C)c(OC)cc1C ?
CRFR2-BP ag: -0.8; CHRM5 antagonist: 3; CHRM1 antagonist: -8; M5 ag: -1; M5 PAM: 0; M4 ag: 0; M4 antag: 5; CHRM1 PAM: 7; CHRM4 PAM: 3

Results for CCOC(=O)C1=C(N2CCCCC2)c2cc3c(n2C1=O)CCCC3 ?
CRFR2-BP ag: -2.8; CHRM5 antagonist: -8; CHRM1 antagonist: 3; M5 ag: -6; M5 PAM: 2; M4 ag: 0; M4 antag: 0; CHRM1 PAM: 5; CHRM4 PAM: 6

How did CC1(Cc2ccccc2C#N)C(=O)Nc2ccc(-c3ccc4[nH]ccc4c3)cc21 (centres undefined) do in these assays?
CHRM5 antagonist: 7; CHRM1 antagonist: 9; M5 ag: 2; M5 PAM: -5; M4 ag: 9; M4 antag: -8; CHRM1 PAM: -8; CHRM4 PAM: -4

How did COCCNC(=S)Nc1ccc(S(=O)(=O)Nc2ncccn2)cc1 do in these assays?
CRFR2-BP ag: 1.1; CHRM5 antagonist: 1; CHRM1 antagonist: 1; M5 ag: -1; M5 PAM: 1; M4 ag: 1; M4 antag: -13; CHRM1 PAM: 12; CHRM4 PAM: 16

What do the screens show for `COc1ccc(-n2c(=S)[nH]c3c(sc(=S)n3-c3ccccc3)c2=O)c(OC)c1`?
CRFR2-BP ag: 2.0; CHRM5 antagonist: 0; CHRM1 antagonist: 1; M5 ag: 1; M5 PAM: 4; M4 ag: 1; M4 antag: -4; CHRM1 PAM: 2; CHRM4 PAM: 1

How did CCOC(=O)c1cccc(NC(=O)CCc2nc(-c3ccc(C)cc3)no2)c1 do in these assays?
CRFR2-BP ag: 2.6; CHRM5 antagonist: -2; CHRM1 antagonist: 2; M5 ag: -6; M5 PAM: -1; M4 ag: 2; M4 antag: -1; CHRM1 PAM: -3; CHRM4 PAM: -1

Results for O=c1c(-c2nc3ccccc3s2)cccn1Cc1ccc(Cl)cc1 ?
CRFR2-BP ag: 2.6; CHRM5 antagonist: 0; CHRM1 antagonist: -1; M5 ag: -1; M5 PAM: 1; M4 ag: 1; M4 antag: -8; CHRM1 PAM: 6; CHRM4 PAM: 5

How did Cc1ccc(Cn2cccc(NC(=O)NCc3ccccc3)c2=O)cc1 do in these assays?
CRFR2-BP ag: -1.1; CHRM5 antagonist: 4; CHRM1 antagonist: -7; M5 ag: 3; M5 PAM: -9; M4 ag: 4; M4 antag: -1; CHRM1 PAM: -5; CHRM4 PAM: -3

How did CC(C)(C)c1ccc(OCC(=O)NCCN2CCCC2)cc1 do in these assays?
CRFR2-BP ag: 0.0; CHRM5 antagonist: 6; CHRM1 antagonist: -26; M5 ag: -3; M5 PAM: 1; M4 ag: 1; M4 antag: -3; CHRM1 PAM: 9; CHRM4 PAM: 4

What do the screens show for `O=C(CN1CCSCC1)c1c[nH]c2ccccc12`?
CRFR2-BP ag: 2.0; CHRM5 antagonist: 3; CHRM1 antagonist: -32; M5 ag: -2; M5 PAM: 3; M4 ag: 2; M4 antag: -9; CHRM1 PAM: 7; CHRM4 PAM: 10

Results for CC1(C)CC(=O)C(=Cc2cn(CCC#N)nc2-c2ccc(Cl)cc2)C(=O)C1 ?
CRFR2-BP ag: -1.9; CHRM5 antagonist: -5; CHRM1 antagonist: -1; M5 ag: -4; M5 PAM: 4; M4 ag: 1; M4 antag: -6; CHRM1 PAM: 12; CHRM4 PAM: 20*

Results for CC(C)OC(=O)CN1CCN(C2c3ccccc3-c3ccccc32)CC1 ?
CRFR2-BP ag: -1.1; CHRM5 antagonist: -9; CHRM1 antagonist: -13; M5 ag: -6; M5 PAM: 3; M4 ag: 1; M4 antag: -7; CHRM1 PAM: 5; CHRM4 PAM: 6

Results for COc1ccccc1OCC(=O)NCc1ccco1 ?
CRFR2-BP ag: -3.1; CHRM5 antagonist: -4; CHRM1 antagonist: -5; M5 ag: 0; M5 PAM: 0; M4 ag: 1; M4 antag: -5; CHRM1 PAM: 5; CHRM4 PAM: 1

Results for COc1ccccc1-c1coc2cc(OC(=O)/C=C/c3ccccc3)ccc2c1=O ?
CRFR2-BP ag: 3.8; CHRM5 antagonist: -1; CHRM1 antagonist: -7; M5 ag: -1; M5 PAM: -3; M4 ag: 2; M4 antag: -2; CHRM1 PAM: 3; CHRM4 PAM: 10

How did COc1ccc(NC(=O)CN(C)S(=O)(=O)c2cccs2)cc1 do in these assays?
CRFR2-BP ag: -1.1; CHRM5 antagonist: -2; CHRM1 antagonist: -18; M5 ag: -1; M5 PAM: 4; M4 ag: 2; M4 antag: 3; CHRM1 PAM: 7; CHRM4 PAM: 8

Results for CCCNC(=O)N(C)C[C@@H]1Oc2cc(Br)ccc2S(=O)(=O)N([C@@H](C)CO)C[C@H]1C ?
CRFR2-BP ag: -0.3; CHRM5 antagonist: -6; CHRM1 antagonist: -8; M5 ag: 1; M5 PAM: 6; M4 ag: 3; M4 antag: -5; CHRM1 PAM: 3; CHRM4 PAM: 2

What do the screens show for `OCCN(Cc1ccccc1)CC1CC=CCC1` (centres undefined)?
CRFR2-BP ag: -0.4; CHRM5 antagonist: 6; CHRM1 antagonist: -25; M5 ag: 1; M5 PAM: -6; M4 ag: 0; M4 antag: -1; CHRM1 PAM: 3; CHRM4 PAM: 5

How did COc1ccc(-c2nnn(CC(=O)N(CC(=O)NC3CCCC3)c3ccccc3F)n2)cc1OC do in these assays?
CRFR2-BP ag: -2.2; CHRM5 antagonist: 4; CHRM1 antagonist: -7; M5 ag: 4; M5 PAM: 0; M4 ag: 3; M4 antag: 3; CHRM1 PAM: 5; CHRM4 PAM: -2

How did COc1ccccc1NC(=O)Nc1cc(C(C)(C)C)nn1C do in these assays?
CRFR2-BP ag: -1.9; CHRM5 antagonist: 4; CHRM1 antagonist: -8; M5 ag: 2; M5 PAM: 4; M4 ag: 2; M4 antag: 3; CHRM1 PAM: 8; CHRM4 PAM: 14
